# Compound activity: PubChem, several laboratories
# MOR-DOR inv ag: inverse agonist of human OPRM1-OPRD1 heterodimerization. inhibition, % at 9.3 µM. P35372+P41143. cell-based MOR-DOR heterodimer luminescence, inverse agonism. hit rate 0.21% among 340,000; in the data active = inhibition above about 22%, passing the limit was not always enough;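 note: 0% = cells with DMSO and 100% = wells without cells with DMSO; values of inactives mirror those of a sister screen read the other way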
# Mot1-301 SUMO: SUMOylation pathway inhibition by Mot1-301 growth rescue. hit rate 1% among 320,000. AID 2716. growth rescue, % at 18.8 µM. S. cerevisiae Mot1-301 growth rescue, ATP luminescence, 38.5C; percent above DMSO median, 100 means doubled;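 active = every valid replicate shows activation above 250% relative to neutral control wells; inactive = the rest, any valid replicate at or below 250%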;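 note: OY570 slx delta 5 strain wells were the positive control but not used for scaling; some compounds called inactive have numbers as strong as hits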
# OPRM1-OPRD1 ag: agonists of human mu-delta opioid receptor heterodimerization | activation, % at 9.3 µM | P35372+P41143 | hit rate 0.3% among 340,000 | cells, OPRM1-OPRD1 heterodimerization, luminescence; in the data active = activation above about 18%;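 note: 0% = vehicle-treated cells and 100% = reference agonist; values of inactives mirror those of a sister screen read the other way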
# PKA-R1A activ: activates the PKA-R1A holoenzyme complex. PKA-R1A dissociation, Cy5-IP20 fluorescence polarization; scaled: DMSO 0%, 113 µM cGMP 100%. hit rate 0.083% among 340,000. P00514+P68181. activation, % at 11.4 µM;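 active = percent activation above the mean of all tested compounds plus 3 SD, cut at about 19% in these data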;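 note: higher means more PKAc released from R1A so a rise in polarization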
# phage Ecoli inh: E. coli growth loss with phage present; growth absorbance; inhibition, % at 11.9 µM; hit rate 0.26% among 360,000; AID 651602; in the data active = inhibition above about 11%
# AddAB inh: less growth of phage-infected E. coli with AddAB. E. coli expressing H. pylori AddAB, absorbance growth. inhibition, % at 11.9 µM. hit rate 0.29% among 330,000. AID 435030; in the data active = inhibition above about 12%;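 note: 0% = vehicle wells of infected cells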
# PKA-R2B activ: activates the human PKA-R2B holoenzyme complex; activation, % at 11.4 µM; hit rate 0.079% among 340,000; P22694+P31323; PKA-R2B holoenzyme dissociation, Cy5-IP20 fluorescence polarization; R2B truncated from residue 108, S112A mutant; 0% DMSO only, 100% 113 µM cGMP;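 active = activation above a cutoff set at the mean over all compounds plus 3 SD, cut at about 18% in these data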;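 note: higher means more holoenzyme dissociation and a rise in polarization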
# Target sequence (P31323 whole entry, looked up, other chains not shown, the tested form may be a part): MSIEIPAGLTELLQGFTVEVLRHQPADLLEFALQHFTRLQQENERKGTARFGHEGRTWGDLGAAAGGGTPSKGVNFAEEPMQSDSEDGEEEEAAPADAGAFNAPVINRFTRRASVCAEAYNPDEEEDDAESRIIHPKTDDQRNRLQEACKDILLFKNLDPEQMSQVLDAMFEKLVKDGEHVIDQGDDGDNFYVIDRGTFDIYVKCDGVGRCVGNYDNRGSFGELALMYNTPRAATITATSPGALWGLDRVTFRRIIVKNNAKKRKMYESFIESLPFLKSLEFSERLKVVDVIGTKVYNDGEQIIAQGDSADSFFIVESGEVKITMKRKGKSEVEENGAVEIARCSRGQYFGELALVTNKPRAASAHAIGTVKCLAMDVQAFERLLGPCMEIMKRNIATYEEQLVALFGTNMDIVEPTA
# E coli growth: bacterial growth inhibition, counter-screen for AddAB inhibitors | E. coli V3065 growth, OD600 absorbance, 18 h | inhibition, % at 11.9 µM | hit rate 0.27% among 330,000 | AID 449728;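 active = inhibition above the campaign's mean inhibition across all tested compounds plus 3 SD, cut at about 9.9% in these data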;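 note: uninfected addAB+ strain grown without phage in ampicillin broth; 0% = DMSO wells and 100% = ciprofloxacin 0.95 µg/ml wells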
# PfHsp90 yeast 2: growth inhibition of yeast expressing Plasmodium Hsp90; S. cerevisiae expressing PfHsp90, BacTiter-Glo ATP, 48 h; yeast lacking PDR1 and PDR3 efflux regulators; inhibition, % at 9.4 µM; hit rate 0.32% among 310,000;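 active = every replicate shows inhibition above about 80%, whatever the replicate mean, limit read from the data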;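 note: 0% = DMSO neutral controls and 100% = 20 µM radicicol positive controls; yeast relying on Plasmodium falciparum Hsp90 in place of its own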
# HTR5A inv ctr: HTR5A inverse agonism, opioid heterodimer counter-screen; HTR5A cell line, luminescence; hit rate 0.083% among 340,000; P47898; inhibition, % at 9.3 µM; AID 504634; in the data active = inhibition mostly above about 23%, no sharp cut-off; inactive = mostly below about 18%;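 note: 0% = cells with DMSO and 100% = no-cell wells with DMSO; some compounds called inactive have numbers as strong as hits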
# Target sequence (P47898 whole entry, looked up): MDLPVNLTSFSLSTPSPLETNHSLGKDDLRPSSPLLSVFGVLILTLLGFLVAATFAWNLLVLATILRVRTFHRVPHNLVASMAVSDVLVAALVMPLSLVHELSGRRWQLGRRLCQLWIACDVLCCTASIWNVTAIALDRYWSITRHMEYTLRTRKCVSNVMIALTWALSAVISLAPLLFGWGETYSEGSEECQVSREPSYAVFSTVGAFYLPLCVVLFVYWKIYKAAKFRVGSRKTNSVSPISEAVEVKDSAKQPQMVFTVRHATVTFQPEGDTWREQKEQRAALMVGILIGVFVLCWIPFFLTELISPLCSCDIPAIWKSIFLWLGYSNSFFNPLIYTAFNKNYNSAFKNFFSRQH
# Tat transport: inhibitors of E. coli Tat protein transport; AID 488895; E. coli MC4100 TorA-mCherry Tat export, fluorescence; hit rate 0.036% among 340,000; inhibition, % at 10 µM;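 active = mean replicate inhibition at least 50% and at least half of replicates individually reaching 50%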;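 note: exported cargo escapes ClpAP degradation while cytoplasmic cargo is degraded and loses fluorescence; 0% = median of neutral control wells and 100% = median of NaSCN control wells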
# An asterisk follows results filed as active; / = not tested or not shown; & = joins results of further samples; ! = not active in a repeat. These rows are one share of the data; rates above refer to the full screens.
SMILES,MOR-DOR inv ag,Mot1-301 SUMO,OPRM1-OPRD1 ag,PKA-R1A activ,phage Ecoli inh,AddAB inh,PKA-R2B activ,E coli growth,PfHsp90 yeast 2,HTR5A inv ctr,Tat transport
O=C(CCCc1ccccc1)NCCc1cnc[nH]1,10,14,-2.1,0,0.7,0.7,-2,0.3,11,-20,-2
CC1([N+](=O)[O-])COP(=O)(Nc2ccc(Cl)cc2)OC1 (stereo unspecified),15,/,-2.8,6,2.3,/,-12,/,22,-4,-4
NC(N)=Nc1ccc2[nH]c3c(c2c1)C[C@@]1(O)[C@H]2Cc4ccc(O)c5c4[C@@]1(CCN2CC1CC1)[C@H]3O5,13,251,-2.4,-8,/,-2.4,-3,0.9,-41,-1,-11
CC(=O)CC(=O)C1C(=O)N(C)C(=O)N(C)C1=O,12,-15,-2.5,-4,2.5,-0.5,5,-0.8,4,8,5
c1ccc(CC(NCc2ccco2)c2ccccc2)cc1 (stereo unspecified),-26,4,5.0,-15,9.1,2.5,-1,-1.3,-11,-8,2
CN1CCc2cc3c(cc2C1)OCO3,14,/,-2.7,10,2.9,/,-5,/,8,8,37
COc1ccc(C(=O)NC(=S)N2C[C@H]3C[C@H](C2)c2cccc(=O)n2C3)cc1,3,5,-0.6,-9,4.2,1.2,2,-0.5,1,-16,-8
COC(=O)C1=C(c2cccc(OC)c2OC)C[C@@H]2CC[C@H]1N2C(=O)NC1CC1,11,-4,-1.9,5,2.4,4.0,-1,0.0,-6,-28,-1
CCCc1cc(=O)oc2cc(OCC(=O)N3C[C@H]4C[C@@H](C3)c3cccc(=O)n3C4)ccc12,5,-10,-0.9,3,2.6,2.0,-6,-1.8,6,-12,-5
CNC(=O)c1cccn(Cc2cc(C(F)(F)F)cc(C(F)(F)F)c2)c1=O,-4,-9,0.8,0,0.9,0.5,-4,-1.5,10,-7,-4
COc1cc(C=C2C(=O)NC(=O)NC2=O)ccc1OS(=O)(=O)c1ccccc1[N+](=O)[O-],-12,-10,1.8,-13,-0.2,3.4,-10,0.8,-7,-11,-3
CCc1ccc(C2=NN(CCC(=O)N3CCC4(CC3)OCCO4)C(=O)CC2)cc1,13,77,-2.4,-23,-1.6,2.5,-3,-0.9,-1,2,9
CCN(CC)c1ccc(N=Cc2c(O)n(Cc3ccccc3)c(=O)[nH]c2=O)cc1,8&-6,385*!,-1.3&0.9,-9&-5,0.5&4.2,2.1&-1.2,-8&-8,-1.6&-1.8,0&0,8&-16,-1&0
CCCCn1c(NC(=O)c2ccco2)c(C(=O)OCC)c2nc3ccccc3nc21,45*,-2,-7.9,-5,-2.7,1.4,-6,-0.5,0,2,1
COC(=O)C1=C(c2cccc(OCc3ccccc3)c2)C[C@@H]2CC[C@H]1N2C(=O)NCCCOC(C)C,5,-11,-0.9,5,0.4,3.3,2,-0.4,2,-18,-2
CCOc1cc(CNCCc2ccccc2F)ccc1OC,10,-2,-2.0,-2,-0.6,-2.9,-9,-2.4,-35,9,-2
COc1ccc(C(C)=O)cc1CC(C(=O)c1ccc(C)c(C)c1)N(C)C (stereo unspecified),0,24,-0.1,-10,4.0,1.0,-7,-0.9,10,0,8
O=C(N/N=C/c1c(O)n(CCc2ccc(F)cc2)c(=O)[nH]c1=O)c1ccncc1,19,300,-3.8,-7,1.3,2.3,-7,0.1,/,6,-2
Cc1c(C=C2C(=O)NC(=O)NC2=O)c(=O)n(-c2ccccc2)n1C,3,-7,-0.5,5,6.5,-0.2,-17,-1.9,-13,-7,-11
O=[N+]([O-])c1ccc(N2CCOCC2)c2cccnc12,-5,3,1.0,4,3.9,2.2,0,1.8,0,-11,-2
COc1ccc(NP(=O)(Oc2cccc(C)c2)Oc2cccc(C)c2)cc1OC,-2,-18,0.3,-11,2.7,3.0,-7,-1.0,0,18,31
CN1CCCC(C(=O)c2ccc(Cl)cc2)C1 (stereo unspecified),-108,1,21*,-18,2.3,-0.5,-8,1.9,23,2,-2
C(#CCN1CCCC1)CN1CCCC1,6,/,-0.9,-17,4.3,/,-12,/,-7,-5,0
CC12CC[C@H]3[C@@H](CCC4(O)C[C@H](O)CCC34/C=N/NC(=O)c3ccc(O)cc3)C1(O)CCC2C1=CC(=O)OC1 (stereo partly specified),-4,10,0.8,-7,1.9,0.0,-2,0.5,-7,-19,2
Cc1cccc(-n2c(O)c(/C=C/C=Nc3ccccc3)c(=O)[nH]c2=O)c1,8,-3,-1.4,-5,1.0,4.5,11,0.5,3,-7,-11
Cn1cc(Br)c(C(=O)Nc2ccc3c(C(F)(F)F)cc(=O)oc3c2)n1,-1,45,0.2,-7,3.4,/,-2,/,9,1,-1
Oc1ccc(O)c2c1C1(Cl)C(Cl)=C(Cl)C2(Cl)C1(Cl)Cl,-44,/,8.8,-4,4.4,/,7,/,107*,23,2
CCOc1cc(CN2CCN(C(=O)Cc3ccccc3)CC2)ccc1OC,-6,-15,1.2,0,2.0,0.7,13,-1.9,-21,-2,-8
CCOP(=S)(OCC)N1CCOCCOCCN(P(=S)(OCC)OCC)CCOCCOCC1,-13,41,2.4,-14,2.1,-1.0,-5,-0.5,-3,-10,1
O=c1[nH]c(O)c(N=Nc2ccc(S(=O)(=O)N3CCOCC3)cc2)c(=O)[nH]1,23,-7,-4.8,-8,1.6,3.0,-1,1.2,-9,-2,-2
Cc1ccc(N2C(=O)NC(=O)/C(=C/c3ccc(-c4ccc(C(=O)O)c(Cl)c4)o3)C2=O)cc1,-9,-3,1.3,-10,3.9,0.2,-2,-0.6,57,-7,-1
COC(=O)C1=C(c2ccccc2)C[C@@H]2CC[C@H]1N2C(=O)N1CCC(O)CC1,0,12,0.0,6,3.8,0.9,4,-3.7,-21,2,-6
CC(=O)c1cccc(OCC(O)CN2CC=C(c3ccccc3)CC2)c1 (stereo unspecified),0,30,0.1,5,4.2,1.0,6,1.6,6,-8,6
CC(C)=CCSc1nnc([C@@H](N)Cc2c[nH]c3ccccc23)o1,-4,-12,0.7,-1,0.4,0.1,-10,-0.8,-9,23,5
CC(C)OP(=O)(OC(C)C)C(O)c1ccc(Br)cc1 (stereo unspecified),-3,-5,0.5,-9,2.6,2.2,-6,0.4,15,4,6
Cc1nc2ccccc2c(=O)n1-c1ccc(F)cc1F,9,-1,-1.8,10,2.7,3.1,2,3.3,-16,-1,-2
O=c1cccc2n1CC1CC2CN(S(=O)(=O)c2ccccc2)C1 (stereo unspecified),13,-6,-2.2,-11,1.6,1.5,-2,-0.4,-1,4,0
CCN1CCC(O)(c2ccccc2)C(C(=O)c2ccccc2)C1 (stereo unspecified),7,/,-1.1,-4,-1.7,1.1,4,0.4,17,-10,-3
C=C1N2CCC(CC2)C1(O)c1ccccc1C (stereo unspecified),2,0,-0.4,-10,0.6,4.2,8,-2.1,-7,-5,-4
C[C@H]1CCC[C@H](O)CCCCCc2cc(O)cc(O)c2C(=O)O1,1,9&-2,-0.1,0,1.3,-0.4,-11,2.1,-5,14,-3
C=CCC1(Cc2ccsc2)C(=O)NC(=O)NC1=O,20,/,-4.2,3,2.0,/,3,/,2,-13,0
CC/C(=N\N1CCCCCC1)c1c(O)n(-c2ccccc2C)c(=O)[nH]c1=O,5,110,-1.0,-5,1.7,3.3,-4,0.0,-2,11,6
O=C1NC(=O)N(Cc2ccco2)C(=O)/C1=C/c1cccn1CCOc1ccccc1Cl,-4,46,0.7,1,2.1,-1.4,3,1.0,-9,-11,0
CCCCn1c(O)c(/C=N/N2CCCCC2c2cccnc2)c(=O)[nH]c1=S (stereo unspecified),13,-9,-1.8,-7,4.4,1.3,7,0.4,32,10,-5
CC12CC(=O)C3C(CCC4CC=CCC43C)C1CCC2=O (stereo unspecified),-20,/,3.8,-6,2.3,/,3,/,14,-11,-6
CN(C)c1nc(OCCNC(=O)COc2ccc(Cl)cc2Cl)nc(N2CCCCC2)n1,-17,-5,3.0,7,/,-1.0,5,0.8,0,-4,-5
CC(C)(C)N(NC(=O)c1ccccc1)C(=O)c1ccccc1,-1,-22,0.2,3,-1.6,2.5,8,0.8,3,1,-3
O=[As](O)(O)c1ccc(N=Nc2ccc(O)cc2)cc1,22,1,-4.2,-7,0.4,/,-8,/,12,-12,3
COCCN1C(=O)NC(=O)/C(=C\c2ccc(F)cc2)C1=O,13,-5,-2.6,-1,5.0,3.1,4,-0.1,30,11,1
COc1cc2c3cc1Oc1cc(ccc1O)C[C@@H]1c4c(cc(OC)c(O)c4Oc4cccc(c4)C[C@@H]3N(C)CC2)CC[N+]1(C)C,6,-4,-1.1,2,3.2,1.9,1,-0.7,-5,1,-1

# (cont.)
SMILES,MOR-DOR inv ag,Mot1-301 SUMO,OPRM1-OPRD1 ag,PKA-R1A activ,phage Ecoli inh,AddAB inh,PKA-R2B activ,E coli growth,PfHsp90 yeast 2,HTR5A inv ctr,Tat transport
CC(=O)Nc1ccc(N=Cc2c(O)n(Cc3ccco3)c(=O)[nH]c2=O)cc1,/,14,/,/,1.0,1.6,/,1.0,-1,/,-20
O=C(N/N=C/c1c(O)n(-c2ccccc2)c(=O)[nH]c1=O)c1ccncc1,19,-27,-3.6,5,2.9,4.2,1,0.1,16,-9,-2
CC(=O)N1N=C2C3CCN(CC3)C2C1c1ccc(F)cc1 (stereo unspecified),11,-11,-2.2,10,0.6,1.0,0,-0.1,-14,-13,0
Cc1ccccc1CCNCc1cc2cccc(C)c2[nH]c1=O,-16,-1,3.1,7,0.4,3.8,-8,-2.1,4,-25,-6
O=C1/C(=C\c2ccc([N+](=O)[O-])cc2)N2CCC1CC2,-22,-8,3.0,-2,4.9,1.4,5,2.0,3,0,4
Cc1c2cnn(CC(=O)N3CCC4(CC3)OCCO4)c(=O)c2c(C)n1Cc1ccc(F)cc1,7,/,-1.1,-1,-0.5,-2.0,1,0.2,-8,-19,-4
O=C(O)c1ccccc1N=Nc1c(O)[nH]c(=O)[nH]c1=O,17,7,-3.1,5,3.2,-1.0,-5,-0.6,-6,-7,3
Cc1ccc(Cn2nc(C(=O)Nc3ccc(Br)cc3)cc2C)cc1,-13,-3,3.0,-7,1.0,2.0,9,-1.0,-17,-23,5
O=C1CCCN1c1ccc(S(=O)(=O)O)cc1 (tested in a mixture with another compound),3,224,-0.6,2,1.2,2.1,-1,-1.7,3,-19,4
CC1(C)CC(n2[nH]c(=O)c3c2NC(=O)CSC3c2ccccc2)CCO1 (stereo unspecified),31*,12,-7.3,-7,1.8,2.7,-4,-3.7,14,11,6
C1=C(c2c[nH]c3ccccc23)CCN(Cc2ccccc2)C1,-31,17,6.0,0,3.4,1.6,10,0.3,-39,-2,4
COc1cc(C(CN)CC(=O)O)ccc1O (stereo unspecified),16,-1,-3.1,0,4.8,0.3,0,-2.0,-20,-1,-4
Cc1ccc(S(=O)(=O)N2CCCC(C(=O)N3CCC4(CC3)OCCO4)C2)cc1 (stereo unspecified),5,33,-1.0,-3,0.8,0.6,4,0.9,-2,-20,1
NC(N)=N/N=C/c1ccc(N2CCOCC2)cc1,9,13,-1.7,-1,2.8,0.0,-3,-1.4,-22,-18,2
